# JMJD2A Tudor inh – inhibitors of human JMJD2A Tudor domain; AlphaScreen JMJD2A-Tudor / H3K4me3 peptide binding; Potency, µM (top dose mostly 114 µM), for the others: at the highest dose activity change, negative = inhibition, most hits filed as inhibitors; 4.4% of 390,000 active; AID 504339; further: on the % scale 0 is the no-effect control and ±100 the full control effect; nearly all actives have a fitted effect of over 50% in size
# Pol beta inh – blocks human DNA polymerase beta activity | Pol beta primer extension/strand displacement, fluorescence kinetic | Potency, µM (series often up to 114 µM), for inactives: top-dose activity change, negative = inhibition, actives largely listed as inhibitors | P06746 | 1.3% of 340,000 active; further: on the % scale 0 is the no-effect control and ±100 the full control effect
#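 10 nM enzyme + cpd, 15 min RT; start with substrate 50 nM final; read 0 min and after 10 min RT. Corrected, normalized data; 4-parameter Hill curve fit.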
# BAZ2B inh – BAZ2B (human) inhibition; Q9UIF8; 4.4% of 360,000 active; AlphaScreen BAZ2B-H3K14Ac peptide displacement; Potency, µM (series often up to 114 µM), without a hit: at the top dose activity change, negative = inhibition, actives largely listed as inhibitors; further: on the % scale 0 is the no-effect control and ±100 the full control effect; nearly all actives have a fitted effect of over 60% in size
#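 Complex of BAZ2B and biotin-H3K14Ac (50 nM apiece) forms over 30 min at RT, then faces library compounds up to 110 uM for another 30 min; AlphaScreen beads added, 20 min dark incubation, luminescence read.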
# G9a block – inhibitors of human histone lysine methyltransferase G9a; 8.8% of 350,000 active; G9a H3K9 monomethylation, AlphaScreen, 2 h; Potency, µM (highest dose often 102 µM), without a hit: at the highest dose activity, negative = inhibition, most hits filed as inhibitors; further: on the % scale 0 is the no-effect control and ±100 the full control effect; nearly all actives have a fitted effect of over 75% in size
#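 Signal arises when biotinylated H3K9 peptide, once monomethylated, bridges streptavidin donor and antibody-captured acceptor beads. Enzyme at 20 nM was preincubated 15 min with test compounds; peptide 500 nM and SAM 20 uM then reacted for 2 h.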
# APE1 inh – blocks human APE1 abasic DNA cleavage | P27695 | recombinant APE1, TAMRA/BHQ-2 abasic DNA cleavage fluorescence | Potency, µM (series often up to 65.8 µM), inactives show top-dose activity change, negative = inhibition, usual class: inhibitors | 0.35% of 350,000 active | AID 2517;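 further: plate controls were vehicle for no effect and reference inhibitor for full effect; nearly all actives have a fitted effect of over 55% in size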
#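 Step 1: APE1 (0.75 nM) with compound, 15 min RT. Step 2: add 50 nM fluorophore/quencher THF duplex. Step 3: three fluorescence reads 60 s apart (525/598 nm); read 3 minus read 1 = reaction progress.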
# POLH inh – blocks human DNA polymerase eta activity; Q9Y253; recombinant Pol eta, fluorescent DNA replication assay; Potency, µM (top dose mostly 114 µM), inactives show top-dose activity change, negative = inhibition, hits mostly inhibitors; 1.2% of 390,000 active; AID 588591; further: on the % scale 0 is the no-effect control and ±100 the full control effect
#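 Pol eta (10 nM) was preincubated with compounds for 15 min at room temperature, after which fluorescent replication substrate (50 nM final) was added to start the reaction. Fluorescence was read kinetically at 0 and 10 min.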
# BLM helicase inh – inhibitors of human Bloom syndrome helicase BLM | recombinant BLM DNA unwinding, fluorescence dequenching | Potency, µM (highest dose often 56.1 µM), for inactives: at the top dose activity change, negative = inhibition, hits mostly inhibitors | 0.2% of 350,000 active;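 further: plate controls were vehicle for no effect and no enzyme for full effect; nearly all actives have a fitted effect of over 35% in size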
# Target sequence (P54132 whole entry, looked up): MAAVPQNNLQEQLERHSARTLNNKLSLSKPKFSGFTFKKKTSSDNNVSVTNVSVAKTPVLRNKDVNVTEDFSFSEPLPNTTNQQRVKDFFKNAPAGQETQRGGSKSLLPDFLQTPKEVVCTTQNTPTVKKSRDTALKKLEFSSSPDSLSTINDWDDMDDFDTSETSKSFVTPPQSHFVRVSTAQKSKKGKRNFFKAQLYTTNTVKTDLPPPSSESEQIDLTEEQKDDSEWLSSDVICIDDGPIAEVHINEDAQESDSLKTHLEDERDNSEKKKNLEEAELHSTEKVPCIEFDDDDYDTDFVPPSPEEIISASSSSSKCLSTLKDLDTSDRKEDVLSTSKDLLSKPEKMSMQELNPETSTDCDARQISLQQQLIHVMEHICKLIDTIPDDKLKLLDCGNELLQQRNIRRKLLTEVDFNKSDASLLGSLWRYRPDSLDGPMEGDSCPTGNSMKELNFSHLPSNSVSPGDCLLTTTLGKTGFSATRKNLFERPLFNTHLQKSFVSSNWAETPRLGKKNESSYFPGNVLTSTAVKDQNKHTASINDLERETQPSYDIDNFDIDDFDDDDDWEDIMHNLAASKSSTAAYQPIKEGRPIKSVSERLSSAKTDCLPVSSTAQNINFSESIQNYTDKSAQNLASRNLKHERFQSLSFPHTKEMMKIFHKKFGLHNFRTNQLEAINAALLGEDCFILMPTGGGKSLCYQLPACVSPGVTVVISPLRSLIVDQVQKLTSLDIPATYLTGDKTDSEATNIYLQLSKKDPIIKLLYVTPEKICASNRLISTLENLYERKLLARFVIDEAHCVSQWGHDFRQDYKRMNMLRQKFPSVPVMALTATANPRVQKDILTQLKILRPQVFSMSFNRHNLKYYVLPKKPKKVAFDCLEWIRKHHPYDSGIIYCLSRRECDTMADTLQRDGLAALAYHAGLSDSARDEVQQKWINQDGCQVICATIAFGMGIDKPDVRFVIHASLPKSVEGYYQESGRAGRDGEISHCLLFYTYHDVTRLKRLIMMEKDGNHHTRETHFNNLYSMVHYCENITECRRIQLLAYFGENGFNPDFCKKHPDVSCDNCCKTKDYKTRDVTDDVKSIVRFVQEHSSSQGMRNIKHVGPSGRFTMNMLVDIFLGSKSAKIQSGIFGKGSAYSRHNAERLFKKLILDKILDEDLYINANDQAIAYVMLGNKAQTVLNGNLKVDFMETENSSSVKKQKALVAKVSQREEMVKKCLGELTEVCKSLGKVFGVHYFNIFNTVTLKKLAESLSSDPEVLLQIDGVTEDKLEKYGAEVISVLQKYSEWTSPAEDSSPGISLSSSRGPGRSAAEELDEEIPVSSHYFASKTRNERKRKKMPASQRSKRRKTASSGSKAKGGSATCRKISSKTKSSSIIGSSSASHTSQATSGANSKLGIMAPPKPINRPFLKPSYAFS
# POLK inh – inhibitors of human DNA polymerase kappa; Q9UBT6; purified Pol kappa, fluorescent DNA synthesis assay, 10 min; Potency, µM (series often up to 107 µM), for the others: at the top dose activity, negative = inhibition, most hits filed as inhibitors; 0.53% of 400,000 active; further: on the % scale 0 is the no-effect control and ±100 the full control effect
#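 Pol kappa 10 nM + cpd, 15 min RT; start w/ substrate 50 nM final; fluorescence kinetic read, 0 and 10 min. Neg ctrl: buffer, no enzyme.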
# POLI inh – inhibitors of human DNA polymerase iota | Q9UNA4 | Pol iota fluorescent replication assay, 10 min | Potency, µM (highest dose often 115 µM), for the others: at the highest dose activity, negative = inhibition, actives largely listed as inhibitors | 1% of 390,000 active | AID 588590
#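 Fluorescent replication assay read twice, at 0 min and 10 min after adding 50 nM (final) substrate. Enzyme (10 nM) and compounds were first incubated 15 min at room temperature; enzyme-free buffer wells were negative controls.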
# Active calls of the source: *; ? = inconclusive; nt = no result given; [ ] = remark or other dose. The call rests on the fitted dose curve; in most records, active means well fitted curve in the direction sought with a large enough effect; inconclusive means small, poorly fitted or top-dose-only effect, or another doubt; inactive means no such curve, though single readings can be large; an effect the other way counts as inactive or inconclusive. Potency means the concentration at half of the fitted maximal effect. An excerpt, so the mix of outcomes need not match the whole.
compound	JMJD2A Tudor inh	Pol beta inh	BAZ2B inh	G9a block	APE1 inh	POLH inh	BLM helicase inh	POLK inh	POLI inh
CC(=O)Nc1ccc(C(=O)OCC(=O)Nc2ccc(Cl)cc2C(=O)c2ccccc2)cc1	-25.0%	-2.3%	-10.0%	-0.3%[59 µM]	-4.3%	-14.0%	-7.4%	-3.0%	-18.7%
COc1ccccc1-c1nn2c(=O)cc(CN3CCN(C(=O)Nc4ccc(C)cc4Cl)CC3)nc2s1	5.8%	-24.5%	3.6%	4.1%[59 µM]	nt	-21.3%	-4.1%	-3.4%[60.1 µM]	33.7%[activator]
CCOC(=O)c1c(N)n(CCN2CCOCC2)c2nc3ccccc3nc12	-14.0%	11.6%	?	0.9%	15.7%	-3.1%	1.5%	-8.6%	57.0%[activator]
O=C1CC(c2ccc(F)cc2)c2c(c3ccccc3oc2=O)O1 (stereo unspecified)	-20.5%	-11.2%	-16.7%	-22.9%[59 µM]	nt	nt	2.9%	-16.4%	-17.2%
CCC1(c2cccc(O)c2)CCCCN(C)C1 (stereo unspecified)	-9.4%	nt	-0.3%	-29.9%[59 µM]	12.7%	-6.2%	nt	-16.7%	-9.2%
CCn1c(C)c(C(=O)NCCc2ccccc2)c2cc(OC)ccc21	-23.4%	16.3%	-1.6%	17.1%	17.9%	-4.7%	-5.4%	-12.7%	141.8%[activator]
CCCn1cc(C(=O)O)cn1	-7.0%	10.6%	-8.8%	-6.4%	-0.4%	3.0%	0.8%	-5.4%	-11.0%
CC(=O)N(C1=NCCCS1)c1ccc(F)cc1	-1.5%	18.9%	4.2%	2.2%	1.0%	-6.5%	3.8%	-13.9%	-1.6%
CNCCc1c[nH]c2ccccc12	-16.6%	-22.1%	-21.3%	28.2µM*	18.4%	-14.5%	0.2%	0.0%	16.7%
CC(=O)N1CCN(c2ccc(OCC3CO[C@@](Cn4ccnc4)(c4ccc(Cl)cc4Cl)O3)cc2)CC1 (stereo partly specified)	nt	nt	nt	?	-2.1%	nt	0.3%	-4.1%[60.1 µM]	nt
CC(C)c1oc(=O)cc2c1[C@@H](O)[C@H]1OC(=O)[C@@]3(C)CC[C@@H](O)[C@@]2(C)C13 (stereo partly specified)	-1.4%	?	-1.7%	16.6%	1.6%	-1.9%	-1.0%	17.1%	12.8%
CCOP(=O)(c1ccccc1)C(O)c1ccc(F)cc1 (stereo unspecified)	4.8%	30.9%	5.5%	0.631µM*	1.6%	-13.8%	0.3%	-2.3%	9.3%
COc1ccc2ccc(O)c(CN3CC=C(c4ccccc4)CC3)c2c1	-11.6%	25.5%	nt	?	-5.3%	-22.7%	0.8%	-1.9%	7.3%
NS(=O)(=O)c1ccc(N=Cc2c(O)n(-c3ccccc3)c(=O)[nH]c2=O)cc1	-17.2%	-0.6%	-6.1%	?	1.7%	-7.6%	-0.7%	-17.3%	32.6%[activator]
O=C(Nc1ccc2c(c1)OCO2)c1cn(Cc2ccc(F)cc2)nn1	-22.1%	11.3%	?	-9.8%[2.33 µM]	-3.0%	-3.0%	-4.5%	-9.5%	31.6%
Cn1c(=O)c2c(-c3ccccc3)n3c(c2n(C)c1=O)C(c1cc(Cl)ccc1O)Nc1ccccc1-3 (stereo unspecified)	-24.5%	18.8%	-21.9%	?	nt	6.7%	-8.6%	8.5%	-0.1%
CCOP(=O)(OCC)C1(C(=O)O)CCCC1	-9.7%	36.0%	-4.4%	nt	5.5%	-8.9%	1.6%	6.2%	143.4%[activator]
Cc1nc2cc(-c3ccccc3)nn2c(C)c1CCC(=O)N1CCC2(CC1)OCCO2	-13.5%	-1.3%	-1.7%	-9.2%[59 µM]	2.7%	-1.4%	-2.3%	-7.7%	-2.5%
O=[N+]([O-])c1ccc(-c2ccc(C=Nc3cccc4ccccc34)o2)cc1	15.8µM*	-1.2%	39.8µM*	6.31µM*	-11.2%	1.2%	-7.1%	-4.9%	21.9%
Nc1nc(OCc2ccccc2)c2[nH]cnc2n1	-9.7%	-0.6%[57.1 µM]	nt	4.2%[12.7 µM]	-3.1%	1.4%[57.1 µM]	nt	6.1%[60.1 µM]	-7.9%[58.9 µM]
Cc1cc(/C=C2\C(=O)NC(=O)N(c3ccccc3)C2=O)c(C)n1-c1ccc(C(=O)O)c(Cl)c1	-25.9%	22.4µM*	?	44.7µM*	-40.0%	10µM*	-4.1%	?	?
Cc1ccccc1-c1ccc2n1Cc1cnnn1-c1ccccc1-2	50.1µM*	nt	nt	nt	nt	-12.6%	nt	-6.2%	13.2%
C[C@]12C=CC(=O)C=C1CCC1C2=CC[C@]2(C)[C@@H](C(=O)CN3CCN(c4cc(N5CCCC5)nc(N5CCCC5)n4)CC3)CC[C@@H]12 (stereo partly specified)	nt	23.9%[57.1 µM]	nt	39.8µM*	-12.3%	?	nt	nt	-11.9%[58.9 µM]
Cc1cc(OCC(=O)N2CCN(CCc3ccccn3)CC2)cc(C)c1Cl	-10.3%	-2.9%	-36.9%	-22.8%[59 µM]	nt	-17.1%	1.3%	0.3%	3.3%
COC1=CC(=O)O[C@@H](/C=C\c2ccccc2)C1	nt	nt	nt	29.4%[21.5 µM]	1.8%[21 µM]	nt	3.3%[21.4 µM]	-4.0%[12 µM]	nt
COc1cccc(OC)c1CN1CCCC(C(=O)c2cccc(Cl)c2)C1 (stereo unspecified)	-9.5%	6.1%	0.9%	-9.7%	-13.7%	-10.6%	5.5%	2.7%	28.9%
N=c1ccccn1Cc1ccccc1	-4.8%	10.5%	-20.0%	-31.1%	0.5%	6.0%	6.6%	-0.3%	-5.9%
Cc1ccc2c(c1)C1CN(C)CCC1N2C(=S)Nc1cccnc1 (stereo unspecified)	-16.9%	6.3%	-25.5%	?	5.7%	-17.4%	0.7%	-6.3%	114.9%[activator]
CC[C@H]1OC(=O)C[C@@H](O)[C@H](C)[C@@H](O[C@@H]2O[C@H](C)[C@@H](O[C@H]3C[C@@](C)(O)[C@@H](O)[C@H](C)O3)[C@H](N(C)C)[C@H]2O)[C@@H](CC=O)C[C@@H](C)C(=O)/C=C/C(C)=C/[C@@H]1CO[C@@H]1O[C@H](C)[C@@H](O)[C@@H](OC)[C@H]1OC	0.0%	nt	nt	nt	1.7%	-16.0%	nt	9.0%	1.3%
CCOc1cc(CNC(C)C(O)c2ccccc2)cc(Cl)c1OCC (stereo unspecified)	-1.0%	23.9%	2.6%	4.4%[59 µM]	0.0%	?	1.7%	-14.4%	19.3%
CC1CCCN(C(=O)CN2C3CCC2CC(O)(c2ccc(F)cc2)C3)C1 (stereo unspecified)	-5.8%	40.0%	1.2%	16.0%[12.7 µM]	-1.6%	-7.0%	1.5%	-3.6%	69.3%[activator]
CCOc1ccc(-c2cc(C)[n+](CCc3ccc(OC)c(OC)c3)c(-c3ccc(OCC)cc3)c2)cc1	-25.8%	?	-3.4%	13.9%	41.9%	-5.2%	46.4%[activator]	-5.8%	175.2%[activator]
CCOc1ccc(Oc2nc(NCC(C)C)nc(N(C)C)n2)nn1	-9.7%	-0.4%	5.7%	?	-3.7%	-11.6%	-0.8%	-13.8%	5.8%
CCC(=NCc1cccnc1)c1c(O)n(C2CCCCC2)c(=O)[nH]c1=O	-17.1%	2.4%	11.0%	-6.8%[12.7 µM]	-5.4%	-0.9%	0.1%	2.7%	16.1%
c1csc(CN2CC3(CCNCC3)C2)n1	nt	nt	nt	-16.9%[12.7 µM]	3.7%	nt	4.0%	-1.6%[60.1 µM]	nt
Cc1ccc(N/N=C/C=C/c2ccco2)cc1	50.1µM*	nt	nt	nt	nt	-14.6%	nt	-15.4%	149.1%[activator]
CCCCCCCCCCCCn1ccc(=N)cc1	-6.9%	3.1%	4.4%	-31.1%	4.1%	-19.1%	3.5%	-3.1%	36.5%[activator]
CCn1c(O)c(C=Nc2ccc(N3CCOCC3)c(Br)c2)c(=O)n(CC)c1=S	-1.5%	30.2%	48.7%[activator]	42.6%[59 µM]	8.6%	-12.6%	-5.5%	-12.7%	20.4%
Cc1ccc(N2C(=O)NC(=O)C3(Cc4ccccc4N4CCCC43)C2=O)cc1 (stereo unspecified)	-27.0%	2.4%	-1.5%	8.91µM*	14.6%	?	1.9%	-29.5%	-0.1%
COc1ccc(Cl)cc1NC(=O)CSc1ncnc2c1oc1ccccc12	-27.8%	7.8%	-9.1%	-20.3%	13.4%	-22.6%	-1.3%	-1.6%	19.0%
O=C1N[C@@H](Cc2ccccc2)C(=O)N2[C@H]3Nc4ccccc4[C@@]3([C@]34C[C@H]5C(=O)N[C@@H](Cc6ccccc6)C(=O)N5[C@H]3Nc3ccccc34)C[C@@H]12	-17.3%	nt	nt	nt	nt	-11.0%	nt	13.0%	4.8%
CCCc1nc2ccccc2c(=O)n1-c1ccc(O)cc1	0.0%	-17.8%	-3.6%	-3.1%	-11.0%	2.1%	0.0%	-16.5%	17.6%
CC(CC(C)(C)N1CC1)=NO	-4.2%	nt	nt	nt	nt	?	nt	-17.0%	1.4%
CC1C(c2cccs2)=[N+]([O-])C(C)(C(=O)c2cccs2)N1O (stereo unspecified)	-15.0%	-9.1%	-4.2%	?	-1.1%	-19.9%	-2.4%	-7.1%	27.5%
CC1(C)CC2CCC(O)C2C(CCO)N1 (stereo unspecified)	-15.3%	nt	nt	nt	nt	-15.5%	nt	-15.1%	25.9%

# Part of the list above, set out differently:
Cc1cc(OCC(=O)N2CCN(CCc3ccccn3)CC2)cc(C)c1Cl
- JMJD2A Tudor inh: -10.3%
- Pol beta inh: -2.9%
- BAZ2B inh: -36.9%
- G9a block: -22.8%[59 µM]
- APE1 inh: nt
- POLH inh: -17.1%
- BLM helicase inh: 1.3%
- POLK inh: 0.3%
- POLI inh: 3.3%
Cc1nc2cc(-c3ccccc3)nn2c(C)c1CCC(=O)N1CCC2(CC1)OCCO2
- JMJD2A Tudor inh: -13.5%
- Pol beta inh: -1.3%
- BAZ2B inh: -1.7%
- G9a block: -9.2%[59 µM]
- APE1 inh: 2.7%
- POLH inh: -1.4%
- BLM helicase inh: -2.3%
- POLK inh: -7.7%
- POLI inh: -2.5%
CCC1(c2cccc(O)c2)CCCCN(C)C1 (stereo unspecified)
- JMJD2A Tudor inh: -9.4%
- Pol beta inh: nt
- BAZ2B inh: -0.3%
- G9a block: -29.9%[59 µM]
- APE1 inh: 12.7%
- POLH inh: -6.2%
- BLM helicase inh: nt
- POLK inh: -16.7%
- POLI inh: -9.2%
COC1=CC(=O)O[C@@H](/C=C\c2ccccc2)C1
- JMJD2A Tudor inh: nt
- Pol beta inh: nt
- BAZ2B inh: nt
- G9a block: 29.4%[21.5 µM]
- APE1 inh: 1.8%[21 µM]
- POLH inh: nt
- BLM helicase inh: 3.3%[21.4 µM]
- POLK inh: -4.0%[12 µM]
- POLI inh: nt

# Assay outcomes from PubChem.
